DAGLB inhibitor – DAGLB lipase inhibitors, primary screen, biochemical, fluorescence, HTS | Diacylglycerol lipase-beta (Homo sapiens), Q8NCG7 | HEK293T DAGLB membrane lysate, EnzChek fluorogenic substrate | inhibition, % at 5.17 µM | actives 0.059% (n = 340,000) | AID 504411, 2011; in the data active = inhibition above about 34%;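 note: 0% = enzyme with vehicle and 100% = wells lacking enzyme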
Target sequence (Q8NCG7 whole entry, looked up): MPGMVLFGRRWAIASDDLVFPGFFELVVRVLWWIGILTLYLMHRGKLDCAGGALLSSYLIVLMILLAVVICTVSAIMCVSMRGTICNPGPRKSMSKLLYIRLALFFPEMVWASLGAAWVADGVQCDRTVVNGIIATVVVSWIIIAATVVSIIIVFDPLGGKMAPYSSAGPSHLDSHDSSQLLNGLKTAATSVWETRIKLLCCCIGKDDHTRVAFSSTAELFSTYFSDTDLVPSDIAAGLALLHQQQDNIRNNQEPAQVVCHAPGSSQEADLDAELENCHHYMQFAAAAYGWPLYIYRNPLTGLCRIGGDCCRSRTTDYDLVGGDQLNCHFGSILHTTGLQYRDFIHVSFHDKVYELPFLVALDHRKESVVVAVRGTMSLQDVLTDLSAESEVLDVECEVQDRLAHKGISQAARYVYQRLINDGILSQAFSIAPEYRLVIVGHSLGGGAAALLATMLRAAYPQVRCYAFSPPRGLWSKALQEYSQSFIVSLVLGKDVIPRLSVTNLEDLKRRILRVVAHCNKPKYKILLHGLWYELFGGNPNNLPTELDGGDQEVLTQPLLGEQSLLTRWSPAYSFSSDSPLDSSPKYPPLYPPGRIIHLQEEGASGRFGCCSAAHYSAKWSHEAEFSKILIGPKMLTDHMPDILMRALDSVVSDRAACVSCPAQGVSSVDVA
Tat transport – E. coli Tat export inhibitors, primary screen, MC4100, TorA-mCherry reporter, fluorescence, single point. actives 0.036% (n = 340,000). inhibition, % at 10 µM;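 active = mean replicate inhibition at least 50% and at least half of replicates individually reaching 50%; inconclusive = only one of the two criteria met; inactive = neither criterion met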;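 note: exported cargo escapes ClpAP degradation while cytoplasmic cargo is degraded and loses fluorescence; 0% = median of neutral control wells and 100% = median of NaSCN control wells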
PvdQ inh – P. aeruginosa PvdQ acylase inhibitors, primary screen, biochemical, fluorescence, plate reader and imaging, single point; PvdQ acylase [Pseudomonas aeruginosa LESB58]; purified PvdQ acylase; inhibition, % at 10 µM; actives 0.063% (n = 340,000); AID 488965, 2010; in the data active = inhibition above about 30%, passing the limit was not always enough; inconclusive = no clear call, values can overlap the other calls;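 note: 0% = vehicle neutral wells and 100% = reference inhibitor wells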
E coli growth – E. coli V3065 growth inhibition, primary screen, counter-screen for AddAB inhibitor project, absorbance, OD600; 18 h; inhibition, % at 11.9 µM; actives 0.27% (n = 330,000); AID 449728, 2010;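 active = inhibition above the campaign's mean inhibition across all tested compounds plus 3 SD, cut at about 9.9% in these data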;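 note: uninfected addAB+ strain grown without phage in ampicillin broth; 0% = DMSO wells and 100% = ciprofloxacin 0.95 µg/ml wells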
PfHsp90 set2 – growth inhibition of PfHsp90-expressing yeast, primary screen, antimalarial PfHsp90 inhibitor project, S. cerevisiae, BacTiter-Glo luminescence, single point, set 2 | BacTiter-Glo ATP, 48 h; yeast lacking PDR1 and PDR3 efflux regulators | actives 0.32% (n = 310,000) | inhibition, % at 9.4 µM | AID 504621, 2011;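 active = every replicate shows inhibition above about 80%, whatever the replicate mean, limit read from the data; inconclusive = mean inhibition reaches the set limit but some replicate falls short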;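 note: 0% = DMSO neutral controls and 100% = 20 µM radicicol positive controls; yeast relying on Plasmodium falciparum Hsp90 in place of its own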
AddAB inh – growth inhibition of E. coli expressing H. pylori AddAB, primary screen, AddAB inhibitor project, absorbance; inhibition, % at 11.9 µM; actives 0.29% (n = 330,000); in the data active = inhibition above about 12%;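 note: 0% = vehicle wells of infected cells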
Wnt bcat act – Wnt/beta-catenin pathway activators, primary screen, cell-based, plate reader, single point; Wnt/beta-catenin reporter cell assay, activator; activation, % at 9.35 µM; actives 1.2% (n = 300,000); in the data active = activation above about 30%, passing the limit was not always enough; inconclusive = no clear call, values can overlap the other calls;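 note: 0% = neutral control wells and 100% = positive control wells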
CAL PDZ inh – CAL PDZ peptide-binding inhibitors, primary screen, biochemical, fluorescence polarization, Cer-tagged CAL PDZ, HTS; inhibition, % at 20 µM; purified CAL PDZ, TMR-peptide fluorescence polarization, 1 h; AID 504414, 2011; actives 0.02% (n = 330,000); Golgi-associated PDZ and coiled-coil motif-containing protein (Homo sapiens), Q9HD26;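 active = highest replicate inhibition of at least 40%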;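 note: plate controls were DMSO neutral control wells for no effect and unlabeled competitor peptide control wells for full effect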
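material = purified tagged CAL PDZ domain construct (CerCALP) | buffer or medium = sodium phosphate/NaCl buffer pH 7.4 with TCEP, IgG, Thesit | reagent = TMR-labelled reporter peptide T*-PRC34 bound in PDZ groove | incubation = 1 h room-temperature incubation prior to read | measured by = fluorescence polarization (mP) | evaluation = percent inhibition from loss of millipolarization | control set = unlabelled peptide and DMSO controls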
Rtt109 Vps75 – inhibitors of C. albicans Rtt109/Vps75 HAT, primary screen, biochemical, ThioGlo CoA-SH fluorescence, plate reader. purified Rtt109/Vps75, 4 h. inhibition, % at 34.9 µM. actives 0.16% (n = 330,000). Histone acetyltransferase RTT109 (Candida albicans (strain SC5314 / ATCC MYA-2876)), …;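 active = inhibition of at least 50% in every replicate; inconclusive = best replicate reaches 50% inhibition but some replicates fall short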
Target sequence (Q5AAJ8 whole entry, looked up): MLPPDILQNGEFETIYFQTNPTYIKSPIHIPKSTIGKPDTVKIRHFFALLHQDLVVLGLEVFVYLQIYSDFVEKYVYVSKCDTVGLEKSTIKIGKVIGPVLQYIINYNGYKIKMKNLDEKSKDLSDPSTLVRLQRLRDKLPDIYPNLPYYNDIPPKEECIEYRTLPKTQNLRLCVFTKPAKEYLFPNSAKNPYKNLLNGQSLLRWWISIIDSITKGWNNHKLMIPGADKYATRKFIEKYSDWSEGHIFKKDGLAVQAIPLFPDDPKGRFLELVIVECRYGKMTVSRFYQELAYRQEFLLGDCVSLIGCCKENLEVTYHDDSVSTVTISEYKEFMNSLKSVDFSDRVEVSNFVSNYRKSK
phage Ecoli inh – growth loss of phage-infected E. coli, primary screen, RecBCD inhibitor project, absorbance, with phage, HTS; AID 651602, 2012; inhibition, % at 11.9 µM; actives 0.26% (n = 360,000); in the data active = inhibition above about 11%
* hit, by the source's call; u = inconclusive; x = not tested or not shown.

SMILES	DAGLB inhibitor	Tat transport	PvdQ inh	E coli growth	PfHsp90 set2	AddAB inh	Wnt bcat act	CAL PDZ inh	Rtt109 Vps75	phage Ecoli inh
O=C(O)c1cc2nc(-c3ccc(F)cc3)cc(C(F)(F)F)n2n1	1	0	-16	0.5	15	2.4	-4	3.6	-8	1.4
CCOc1cc(S(=O)(=O)N2CCCC2)c(C)cc1C	-1	-5	4	-1.1	-14	-1.2	-2	-0.8	0	4.9
COc1cc(C(O)CO)ccc1O (configuration not stated)	1	-2	-2	1.6	3	-0.2	1	0.0	-5	3.0
CC(=O)OCC(=O)C1CCC2C3CCC4=CC(=O)C=CC4(C)C3CCC12C (configuration not stated)	-9	-2	-11	x	23	x	-2	0.4	-17	-1.9
COc1ccc(NC2CCCN(C(=O)c3ccc(C(C)=O)s3)C2)cc1 (configuration not stated)	-1	8	2	-0.6	2	-0.2	-1	-0.4	-1	3.9
Cc1cccc(NC(=S)N(Cc2cccs2)Cc2cc3cc(C)ccc3[nH]c2=O)c1	3	-3	-8	-0.2	23	3.7	x	-1.0	-2	4.7
C=CCSc1nc2sc(C)c(C)c2c(=O)n1N	-4	-1	-5	1.3	-18	1.3	-2	2.1	-1	3.0
O=C(CN1CCN(c2ccccc2O)CC1)NC(=O)NCc1ccco1	2	2	4	-2.5	-6	0.3	1	-1.3	11	3.4
CC(OC(=O)CCC1CCCCC1)C(=O)Nc1ccc(S(N)(=O)=O)cc1 (configuration not stated)	-4	-1	1	1.9	x	-1.2	-3	-2.8	4	-1.1
C=CCSc1nc2c(cnn2-c2ccc(C)c(C)c2)c(=O)[nH]1	-1	10	-16	-2.6	-18	0.3	1	0.2	-2	1.4
Cc1ccc(F)c(NC(=S)Nc2cccc3ccccc23)c1	-1	-5	10	-1.1	-1	-3.1	2	-0.7	22	-0.7
Nc1nccc(-c2cccs2)n1	4	2	-12	-1.2	31	2.3	-1	-1.2	-2	2.7
Cc1cc(=O)[nH]c(SCC(=O)c2ccc(C(C)C)cc2)n1	0	-7	-8	2.1	-37	2.4	x	-1.8	3	3.2
Cc1ccc(CC(=O)N2CCN(c3cccc(C(F)(F)F)c3)CC2)cc1	-7	16	-9	1.1	-34	2.8	x	-0.9	-32	4.3
O=C(NN1C(=O)C2C3C=CC(C4CC34)C2C1=O)c1ccc(Cl)cc1Cl (configuration not stated)	-5	-3	4	-1.1	-8	0.6	-4	-0.1	6	1.7
CCCSc1nnc(-c2c[nH]c3ccccc23)n1C	-3	-6	-10	-2.5	10	5.4	-21	-3.1	-2	2.5
CCOc1ccc(N2C(=O)C3C(C2=O)C3(c2ccccc2)c2ccccc2)cc1 (configuration not stated)	-4	6	-14	0.1	8	1.3	-1	0.0	-1	2.9
O=C(CCc1ccc(S(=O)(=O)N2CCOCC2)cc1)OCc1nc2ccccc2s1	-1	14	0	-2.6	-1	0.5	x	-4.1	3	0.3
O=c1ccc(C(F)(F)F)cn1Cc1cc(=O)n2ccsc2n1	-2	-5	6	3.2	9	2.6	-3	-2.2	-3	-1.2
Cc1cc(-c2n[nH]c(=S)n2/N=C/c2ccccc2[N+](=O)[O-])n[nH]1	1	-12	-4	-1.3	3	1.1	x	-0.6	0	1.0
COC(=O)c1ccc(/C=N/Nc2nc(-c3ccc(C)cc3)cs2)cc1	0	-16	0	3.6	-6	6.6	x	-0.2	-6	x
O=C(c1cnn2c(C(F)F)cc(C3CC3)nc12)N1CCc2ccccc2C1	-15	-5	11	0.4	1	2.4	-3	-2.0	8	-0.2
Fc1ccccc1/C=C1\CCCC2=C1NC(=S)NC2c1ccccc1F (configuration not stated)	0	4	7	4.2	4	2.2	-1	-0.9	4	6.8
COc1ccc(S(=O)(=O)NCCSCc2cccc(C)c2)cc1Br	-3	12	-11	0.2	-20	1.0	-1	x	0	3.0
Cc1[nH]c2ccccc2c1CC#N	-5	-3	9	0.3	13	0.7	0	-0.2	-14	1.0
Cc1nnc(SCC(=O)NCc2ccc3c(c2)OCO3)s1	1	-14	3	44*	-11	19*	x	-1.0	-6	1.2
CN1CCN(c2ccc(Cl)cc2NC(=O)C2COc3ccccc3O2)CC1 (configuration not stated)	0	-5	-14	-2.5	12	-1.9	-7	-2.7	12	0.3
O=C(CN1CCN(c2ccc(Cl)cc2)CC1)c1ccc2c(c1)OCO2	-3	-11	1	-1.4	x	1.6	x	-0.7	-10	2.1
S=C(Nc1ccccc1)Nc1cccc(Cl)c1Cl	0	-8	9	3.3	-7	4.1	0	0.3	-1	4.3
COC(=O)COc1cccc(NC(=O)c2ccccc2)c1	-5	-7	-3	4.6	x	3.1	x	-1.5	0	2.5
CCC(C)(C)n1nnnc1C(c1ccncc1)N1CCC(C)CC1 (configuration not stated)	2	3	-4	-1.1	-18	2.8	x	-0.4	-9	4.1
COc1ccc(OC)c(NC(=O)CSc2nnc(-c3ccncc3)s2)c1	1	-2	-13	-1.1	10	2.6	2	0.3	-8	0.9
COc1ccccc1OCCSc1ncnc2nc[nH]c12	0	-2	-3	1.4	8	-1.7	x	-2.5	7	2.4
O=C1COc2ccc(C(=O)C[n+]3cccc(O)c3)cc2N1	-2	18	2	-0.1	5	3.5	-1	0.2	x	1.1
CCC(C)c1ccc(OCCN2CCCC2)cc1 (configuration not stated)	0	-2	-15	0.2	-7	-0.8	-5	-2.0	x	1.1
CCC(c1c(C)n(C)n(-c2ccccc2)c1=O)c1c(C)n(C)n(-c2ccccc2)c1=O	-1	7	-5	-0.6	x	4.4	-2	-2.1	2	3.4
COc1ccccc1S(=O)(=O)NCc1ccc(C(=O)NC2CCC(O)CC2)cc1 (configuration not stated)	-2	-12	10	-0.8	-4	-0.8	0	0.5	5	2.3
Cc1ccc(S(=O)(=O)N(C)C)cc1NC(=O)COC(=O)/C=C/c1cccs1	2	-10	-9	0.0	5	0.5	-3	-2.7	8	1.1
Cc1ccc(Nc2nc(-c3cccnc3)nc3ccccc23)cc1	-1	3	-3	-2.1	-17	4.1	2	-9.8	8	1.9
CN1CCN(S(=O)(=O)c2cccc(C(=O)Nc3cccc([N+](=O)[O-])c3)c2)CC1	-2	4	-4	-0.3	-12	-0.3	-1	-0.6	-6	-0.7
O=S(=O)(Nc1cc(F)ccc1F)c1cccc2nsnc12	3	1	-2	-3.7	-6	1.5	1	-2.3	3	2.5
COC(=O)CNC(=O)CSc1nc2c(sc(=S)n2-c2ccccc2)c(=O)[nH]1	-1	-6	-9	x	-15	x	-1	-1.4	-1	0.7
CCC1CCCCN1C(=O)COC(=O)c1cc(Br)ccc1Cl (configuration not stated)	-4	0	4	-0.9	-14	4.2	0	-0.2	10	2.7
O=C1c2ccccc2N2C(=O)c3ccccc3[C@H]2N1c1ccccc1	1	-5	1	-1.1	x	3.5	x	-0.7	-6	0.2
Cc1ccc(OCC(=O)N/N=C/c2cc([N+](=O)[O-])ccc2N2CCCCC2)cc1	-2	3	0	-0.8	0	-1.3	0	0.4	8	2.8
Cc1cccc(NC(=O)CNC(=O)CSc2ncccn2)c1C	6	3	-11	-1.7	1	-0.1	-1	-0.3	4	3.5
CCOc1cc(S(=O)(=O)NC2CCCCCC2)ccc1F	-6	7	-9	-0.5	108*	2.2	-2	x	-7	2.2
O=C(Nc1ccccc1)c1ncoc1-c1ccc(Cl)cc1	-10	7	11	-2.4	-7	1.1	11	-1.2	2	1.1
CC1CCC(NC(=O)CCNS(=O)(=O)c2ccc3c(c2)CCC(=O)N3)CC1 (configuration not stated)	0	1	-8	1.9	14	0.9	0	0.4	u	1.3
COc1ccc(NS(=O)(=O)c2cccc(C(=O)NCC(c3ccc(F)cc3)N3CCOCC3)c2)cc1 (configuration not stated)	2	5	-7	2.7	10	2.5	4	-2.5	-6	1.9
CC(C)(C)c1nnc(NC(=O)c2ccc(Cl)nc2)s1	0	5	-8	1.3	-6	2.4	27	-1.9	2	2.4
CC1=NOC(=O)/C1=C\c1ccc(-c2cc(Cl)ccc2Cl)o1	7	-15	9	1.3	2	0.1	1	-0.1	-9	2.5
O=C(NCc1ccc(F)cc1F)Nc1cnccc1C(F)(F)F	0	1	-7	-0.7	12	0.8	-1	-2.6	x	0.4
Cc1ccc(S(=O)(=O)Nc2cc(C(=O)NCCN3CCCC3)ccc2N2CCCCC2)cc1	1	-3	6	-1.4	1	0.0	x	-0.1	-6	2.2
O=C(Cn1nc(Cc2ccncc2)c2ccccc2c1=O)N1CCc2ccccc2C1	-1	9	-16	0.0	x	2.5	-1	-0.7	4	0.6
COc1ccc(/C=C/CN2CCC(n3nccc3NC(=O)C3CC3)CC2)cc1	0	3	-12	-0.2	-8	0.3	4	-1.3	2	1.4
COc1cccc(OCC(=O)N2CCCc3ccccc32)c1	1	-12	-8	1.3	-20	1.6	5	-1.2	-5	3.2
C#CCOCCOCCOCCNc1nc(N2CCN(C(=O)CCCCCCCCCCNC(=O)[C@@H](CCSC)n3cc(CCO)nn3)CC2)nc(N2CCN(C(=O)CCCCCCCCCCNC(=O)[C@H]([C@@H](C)CC)n3cc(CCCCN=C(N)N)nn3)CC2)n1	3	1	-8	1.3	12	1.4	x	-0.8	-3	x
COc1ccc(NC(=O)CSc2nc(NS(=O)(=O)c3ccccc3)cc(=O)[nH]2)cc1	5	-9	3	-0.6	1	0.6	x	-3.1	30	3.8
CCN1CCN(c2ccc(S(=O)(=O)N3CCCCC3)cc2NC(=O)COc2cc(C)ccc2Cl)CC1	-4	12	-12	2.4	x	1.0	x	-2.5	23	x

Following part
SMILES	DAGLB inhibitor	Tat transport	PvdQ inh	E coli growth	PfHsp90 set2	AddAB inh	Wnt bcat act	CAL PDZ inh	Rtt109 Vps75	phage Ecoli inh
O=C(NCc1ccccc1)N1CCNCC1	0	-3	-5	-0.2	-6	4.0	0	0.9	-5	-3.8
CCC1=NN2C(=N)/C(=C\c3cccn3-c3ccc(C)c(C)c3)C(=O)N=C2S1	6	2	-12	-1.9	-2	0.7	x	-2.8	x	3.9
O=C(COc1coc(CN2CCc3ccccc3C2)cc1=O)Nc1cccc(Cl)c1	-4	4	-8	2.5	-38	0.9	6	-1.5	0	4.9
Cc1ccc(SCC(=O)NCc2cccnc2)cc1	0	-1	10	1.4	-11	5.8	0	0.1	6	2.0

Nothing new here: entries from further up.
SMILES	DAGLB inhibitor	Tat transport	PvdQ inh	E coli growth	PfHsp90 set2	AddAB inh	Wnt bcat act	CAL PDZ inh	Rtt109 Vps75	phage Ecoli inh
CCN1CCN(c2ccc(S(=O)(=O)N3CCCCC3)cc2NC(=O)COc2cc(C)ccc2Cl)CC1	-4	12	-12	2.4	x	1.0	x	-2.5	23	x
O=C(NCc1ccccc1)N1CCNCC1	0	-3	-5	-0.2	-6	4.0	0	0.9	-5	-3.8

From PubChem BioAssay
